RBBP9 inh – inhibitors of human serine hydrolase RBBP9; O75884; recombinant RBBP9, FP-Rh probe fluorescence polarization; inhibition, % at 7.94 µM; hit rate 0.2% among 220,000; AID 1515;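 active means inhibition above the campaign mean of all tested compounds plus 3 SD, cut at about 14% in these data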;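 further: plate controls were DMSO wells with RBBP9 for no effect and wells lacking RBBP9 protein for full effect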
Target sequence (O75884 whole entry, looked up): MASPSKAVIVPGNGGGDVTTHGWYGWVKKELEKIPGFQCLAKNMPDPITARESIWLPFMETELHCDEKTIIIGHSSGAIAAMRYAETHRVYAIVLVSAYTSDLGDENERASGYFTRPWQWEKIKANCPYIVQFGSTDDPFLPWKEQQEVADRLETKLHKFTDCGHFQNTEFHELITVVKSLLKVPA
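system = RBBP9 protein | input = RBBP9 at 2.5 µM in dispensed solution, before mixing | measured by = fluorescence polarization (mP), excitation 525 nm, emission 598 nm | incubation = enzyme-compound preincubation 30 min, then probe labeling 45 min, 25 °C | buffer or medium = Tris-NaCl-Pluronic buffer, pH 8.0 | compound = single dose 7.94 µM | also added = FP-Rh probe, 375 nM dispensing solution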
NPY-Y1 PAM-ag – potentiators or agonists of human neuropeptide Y receptor Y1. P25929. NPY-Y1 expressing cells, potentiator/agonist activation. activation, % at 3.6 µM. hit rate 0.37% among 220,000; in the data active means activation above about 33%, passing the limit was not always enough;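 further: cells stimulated with NPY at EC10 then isoproterenol at EC100; 0% = low agonist plus stimulus and 100% = saturating agonist plus stimulus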
Target sequence (P25929 whole entry, looked up): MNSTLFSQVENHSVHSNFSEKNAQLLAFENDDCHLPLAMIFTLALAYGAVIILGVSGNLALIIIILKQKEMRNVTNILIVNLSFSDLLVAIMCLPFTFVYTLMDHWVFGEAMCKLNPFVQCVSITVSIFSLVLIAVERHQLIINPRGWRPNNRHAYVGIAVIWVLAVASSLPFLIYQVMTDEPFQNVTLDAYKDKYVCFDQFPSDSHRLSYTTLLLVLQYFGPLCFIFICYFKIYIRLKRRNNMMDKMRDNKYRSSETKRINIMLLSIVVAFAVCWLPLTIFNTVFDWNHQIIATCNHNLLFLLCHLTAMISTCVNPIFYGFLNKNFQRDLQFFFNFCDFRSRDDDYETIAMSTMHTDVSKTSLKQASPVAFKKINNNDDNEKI
BaF3 tox – reduces parental Ba/F3 cell viability, JAK2V617F counter-screen; CellTiter-Glo ATP luminescence; inhibition, % at 5.6 µM; hit rate 1.1% among 220,000; AID 1486;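 active means inhibition above a per-campaign cutoff, the mean inhibition of all tested compounds plus 3 SD, cut at about 27% in these data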;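 further: 0% = DMSO wells and 100% = JAK Inhibitor I control wells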
Ba/F3 V617F tox – loss of viability in JAK2V617F-driven Ba/F3 cells | hit rate 1.1% among 220,000 | Ba/F3 EpoR-JAK2V617F viability, ATP luminescence | inhibition, % at 5.6 µM | AID 1446;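 active means inhibition above the campaign mean plus 3 SD over all tested compounds, cut at about 24% in these data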;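 further: cytokine-independent growth of Ba/F3 cells driven by EpoR plus mutant JAK2; 0% = DMSO-treated cells and 100% = JAK inhibitor I control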
NPY-Y1 antag – antagonists of human neuropeptide Y receptor Y1. HEK293-CNG Y1 cells, membrane potential fluorescence; NPY at EC95, then isoproterenol. inhibition, % at 3.6 µM. hit rate 1% among 200,000;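 active means inhibition above the campaign mean inhibition of all tested compounds plus 3 SD, cut at about 20% in these data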;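 further: 0% = DMSO wells given NPY plus isoproterenol and 100% = isoproterenol alone without NPY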
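System: HEK293 cells with Y1 receptor plus CNG channel / Probe or stimulus: NPY 25 nM then isoproterenol 1 µM plus Ro 20-1724 25 µM / Compound: one concentration, 3.6 µM, in 0.4% DMSO / Schedule: compound incubation 1 h at room temperature, readout 45 min post-stimulation / Measured by: membrane potential fluorescence / Read-out: % inhibition of NPY effect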
Runt-CBFb FRET – inhibitors of human RUNX1 Runt domain binding to CBFb; Cerulean-Runt/Venus-CBFb FRET ratio 530/480, 1 h; inhibition, % at 20 µM; Q01196+Q13951; hit rate 0.46% among 220,000;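 active means inhibition over about 50% at 20 µM in the single-dose screen, limit read from the data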;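 further: 0% = DMSO wells and 100% = excess unlabeled CBFb competitor control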
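Schedule: protein complex preformed 1 h, compound exposure 1 h, room temperature, dark; test system: Cerulean-labeled Runt domain protein; amount: 100 nM per protein; buffer or medium: Tris 50 mM pH 7.5, KCl, K2SO4, 0.01% BSA; read-out: loss of energy transfer signal; detection: FRET fluorescence; controls: 5 µM unlabeled CBFb as full-inhibition high control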
S1P4 ag – activates the human S1P4 receptor; O95977; S1P4-expressing cell line, agonist reporter assay; activation, % at 4.98 µM; hit rate 0.35% among 220,000; AID 1509; in the data active means activation above about 11%;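 further: 0% = DMSO vehicle and 100% = reference agonist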
S1P4 antagonist – human S1P4 receptor antagonism. S1P4-expressing cells, antagonist mode, reporter read-out. O95977. inhibition, % at 4.98 µM. hit rate 0.26% among 220,000; in the data active means inhibition above about 29%;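 further: 0% = wells stimulated with agonist and 100% = vehicle wells without agonist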
NPY-Y2 PAM-ag – human NPY-Y2 potentiation or agonism, primary screen; P49146; cells expressing NPY-Y2, potentiator/agonist read-out; activation, % at 3.6 µM; hit rate 0.45% among 220,000; AID 1359; in the data active means activation above about 27%;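 further: cells stimulated with NPY near EC25 plus isoproterenol at EC100; 0% = vehicle plus submaximal agonist and 100% = vehicle plus saturating agonist; some results beyond the cut were filed as inactive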
Target sequence (P49146 whole entry, looked up): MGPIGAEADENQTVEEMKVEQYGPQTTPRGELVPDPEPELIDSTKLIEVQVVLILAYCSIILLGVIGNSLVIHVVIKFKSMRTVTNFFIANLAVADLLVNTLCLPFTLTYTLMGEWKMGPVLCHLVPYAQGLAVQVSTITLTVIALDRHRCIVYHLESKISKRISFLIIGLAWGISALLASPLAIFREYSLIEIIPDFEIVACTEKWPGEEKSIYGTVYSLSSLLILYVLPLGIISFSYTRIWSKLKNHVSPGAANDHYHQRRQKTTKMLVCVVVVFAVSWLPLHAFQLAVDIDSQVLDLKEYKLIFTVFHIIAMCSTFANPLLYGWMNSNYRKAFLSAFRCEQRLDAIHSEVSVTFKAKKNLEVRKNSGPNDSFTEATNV
The depositor's hits bear a star; nt = no result given. Compounds as they come. About 3.6% of those tested had a hit in this group.

(1) Cc1cccc(/C=N/NC(=O)c2cc(-c3cccnc3)nc3c2c(C)nn3-c2ccccc2)c1
(2) Cc1cc(C)cc(NC(=O)N2CCC(NC(=O)c3ccccc3C)CC2)c1
(3) COc1ccc(NC(=O)CC2C(=O)N(C)C(=S)N2CCc2ccccc2)cc1 (configuration not stated)
(4) CCOC(=O)Oc1ccc2oc(C)c(C(=O)OCCOC)c2c1
(5) C/C(CC(=O)NCC(C)C)=N\NC(=O)COc1cc(C)c(Br)cc1Br
(6) O=C(NCCc1ccccc1)c1nc2c(nnn2Cc2ccccc2Cl)c(=O)[nH]1
(7) COc1cccc(NC(=O)/C=C/c2ccccc2[N+](=O)[O-])c1
(8) C/C(CC(=O)Nc1ccc(Cl)c(Cl)c1)=N\NC(=O)Cc1ccccc1
Compound	1	2	3	4	5	6	7	8
RBBP9 inh	2	1	-9	-2	-3	-4	2	-16
NPY-Y1 PAM-ag	-4	-15	-7	-31	-10	-31	9	14
BaF3 tox	4	-2	3	2	8	5	5	1
Ba/F3 V617F tox	-1	-2	-3	-1	1	0	1	-4
NPY-Y1 antag	5	-1	3	-1	1	16	0	-1
Runt-CBFb FRET	-17	-2	-2	-1	-2	-8	4	0
S1P4 ag	-2.3	1.9	1.1	-0.5	-0.9	-0.7	-0.1	2.8
S1P4 antagonist	-11	-16	-12	-12	-13	-3	-26	-10
NPY-Y2 PAM-ag	8	-14	15	12	-4	-25	11	7

(9) CC1CCc2c(sc(NC(=O)CSc3ncn[nH]3)c2C#N)C1 (configuration not stated)
(10) O=C1CC(N2CCCc3ccccc32)C(=O)N1c1ccccc1Cl (configuration not stated)
(11) O=C1c2ccccc2NC2(CCCC2)N1O
(12) NCCSc1c(-c2ccc(Cl)cc2)[nH]c2ccccc12
(13) Cc1ccc(NC(=O)OC(C)CNC(=O)Oc2cccc(C)c2)cc1 (configuration not stated)
(14) O=C(CN1C(=O)NC2(CCCCC2)C1=O)Nc1ccc(S(=O)(=O)N2CCOCC2)cc1
(15) CC(C)CCn1c(C(C)O)nc2ccccc21 (configuration not stated)
(16) COc1ccc(S(=O)(=O)Nc2ccc(O)c(Sc3ncn[nH]3)c2)cc1
Compound	9	10	11	12	13	14	15	16
RBBP9 inh	-6	-1	-13	7	-9	-8	-3	-3
NPY-Y1 PAM-ag	13	-9	-5	25	14	-5	1	-5
BaF3 tox	7	4	-1	3	6	5	1	4
Ba/F3 V617F tox	-2	1	-6	5	0	0	-5	0
NPY-Y1 antag	nt	-3	8	nt	5	12	6	-1
Runt-CBFb FRET	-1	1	3	2	-4	-1	-2	7
S1P4 ag	-0.8	0.8	0.8	0.2	0.8	-1.0	0.7	2.5
S1P4 antagonist	6	-2	3	-3	6	-3	-1	-16
NPY-Y2 PAM-ag	3	-1	9	11	2	5	14	-15

(17) CCC(C)NC(=O)C1CCN(S(=O)(=O)c2cc([N+](=O)[O-])ccc2Cl)CC1 (configuration not stated)
(18) C=CC[n+]1c(-c2ccc(C)cc2)csc1Nc1ccc(NC(C)=O)cc1
(19) CCOc1ccc(NC(=O)c2ccccc2CO)cc1
(20) O=C(N/C(=C\c1ccc(-c2ccccc2)o1)C(=O)N1CCOCC1)c1ccccc1
(21) O=C(NCc1cccnc1)c1ccc([N+](=O)[O-])o1
(22) CCOC(=O)CC1C(=O)NCCN1C1CCCC1 (configuration not stated)
(23) c1ccc(-c2nnc3sc(CN4CCC5(CC4)OCCO5)cn23)cc1
(24) Cc1cc(C)cc(-n2nc(C)cc2N)c1
Compound	17	18	19	20	21	22	23	24
RBBP9 inh	-2	-2	-9	-10	-6	-13	-7	-3
NPY-Y1 PAM-ag	-6	11	7	7	-7	-11	-8	6
BaF3 tox	1	5	0	0	-6	3	5	5
Ba/F3 V617F tox	-1	-1	-2	4	1	5	-1	0
NPY-Y1 antag	nt	-3	2	-1	5	2	8	-1
Runt-CBFb FRET	1	-5	1	-4	2	2	0	2
S1P4 ag	1.9	2.0	0.4	0.8	0.5	0.1	1.3	0.8
S1P4 antagonist	-1	-22	-8	-5	3	2	2	-5
NPY-Y2 PAM-ag	0	12	2	-10	-9	-8	-2	10

(25) CCOC(=O)C1=C(C)NC(=O)NC1c1ccc(N(C)C)cc1 (configuration not stated)
(26) COC(=O)c1c(SCC(=O)Nc2ccc(C)cc2)nc(=O)[nH]c1C
(27) O=C(Nc1ccc(C(=O)O)cc1)/C(=C/c1ccc2c(c1)OCO2)NC(=O)c1cccc(Br)c1
(28) N#CSCC(=O)c1cccc2ccccc12
(29) CCCC(C)NC(=S)NC(=O)c1cc(S(=O)(=O)N2CCOCC2)ccc1C (configuration not stated)
(30) COC(=O)c1ccccc1NC(=O)C1CC(=O)N(c2ccc(OC)cc2)C1 (configuration not stated)
(31) CCN(CC)C(=O)c1ccccc1NS(=O)(=O)c1ccc(C)cc1
(32) O=S(=O)(NC(=S)NC1CCCCC1)c1ccccc1
Compound	25	26	27	28	29	30	31	32
RBBP9 inh	-4	-3	-7	-7	-2	-5	0	-12
NPY-Y1 PAM-ag	1	-7	-2	-11	-6	1	12	-5
BaF3 tox	2	2	-1	6	4	6	-2	8
Ba/F3 V617F tox	-4	4	-5	-1	-1	5	-5	2
NPY-Y1 antag	5	-2	-3	-3	-3	3	0	-1
Runt-CBFb FRET	1	0	-3	31	-5	0	-1	3
S1P4 ag	0.9	-1.7	0.1	2.2	1.5	0.0	0.5	2.0
S1P4 antagonist	-5	4	-27	-18	-2	-11	-4	-14
NPY-Y2 PAM-ag	-14	-5	11	5	12	-12	3	0

(33) Cc1nnc(SCCn2c(N(C)Cc3ccccc3)nc3c2c(=O)[nH]c(=O)n3C)s1
(34) COc1ccc(N2C(=O)Cc3c2nc(N)c(C#N)c3N)cc1
(35) O=C(Nc1ccc([N+](=O)[O-])cc1)c1cc2ccccc2nc1Cl
(36) CS(=O)(=O)N(CC(=O)NCCSc1ccccc1)c1ccc2c(c1)OCO2
(37) COc1cccc(CSc2nnc(CSc3nc4nc(C)cc(C)n4n3)s2)c1
(38) CCOC(=O)N1CCc2c(sc(NC(=O)CN(CC)CC)c2C#N)C1
(39) CC(C)(C)c1ccc(OC(=O)c2ccc(-n3cncn3)nc2)cc1
(40) NS(=O)(=O)c1cccc(NC(=O)COC(=O)CCCc2c[nH]c3ccccc23)c1
Compound	33	34	35	36	37	38	39	40
RBBP9 inh	-6	-5	1	-2	-6	-10	-5	-6
NPY-Y1 PAM-ag	13	-9	-15	-2	-15	15	24	-48
BaF3 tox	-1	1	-2	-1	2	-4	6	1
Ba/F3 V617F tox	-3	5	-5	-3	-1	4	-1	0
NPY-Y1 antag	1	nt	nt	-2	-1	nt	2	15
Runt-CBFb FRET	2	-2	0	0	0	-2	-3	1
S1P4 ag	-0.1	0.3	-0.4	-1.5	1.8	0.8	1.1	-0.1
S1P4 antagonist	-15	9	-6	-14	0	-11	17	-24
NPY-Y2 PAM-ag	8	-9	-4	5	-9	-1	-4	-17

3 entries out of the list above, ordered by their value in NPY-Y1 PAM-ag, largest number first.
no.	molecule	RBBP9 inh	NPY-Y1 PAM-ag	NPY-Y1 antag	Runt-CBFb FRET	S1P4 ag	S1P4 antagonist	NPY-Y2 PAM-ag
33	Cc1nnc(SCCn2c(N(C)Cc3ccccc3)nc3c2c(=O)[nH]c(=O)n3C)s1	-6	13	1	2	-0.1	-15	8
36	CS(=O)(=O)N(CC(=O)NCCSc1ccccc1)c1ccc2c(c1)OCO2	-2	-2	-2	0	-1.5	-14	5
34	COc1ccc(N2C(=O)Cc3c2nc(N)c(C#N)c3N)cc1	-5	-9	nt	-2	0.3	9	-9

(continued)
(41) COC(=O)c1noc(-c2ccc(OC)cc2)n1
(42) COC(=O)C(=CC(=CN(C)C)C=C(C(=O)OC)C(=O)OC)C(=O)OC
(43) Cc1ccc2cc(CN(Cc3ccccc3)Cc3nnnn3C3CCCC3)c(=O)[nH]c2c1
(44) CCN(CC)S(=O)(=O)c1ccc(/C=C/C(=O)O)cc1
(45) CN=C1SC(CC(=O)Nc2ccc(C(C)=O)cc2)C(=O)N1C (configuration not stated)
(46) O=C(c1ccccc1)c1ccc(N2CCOCC2)c(NC(=O)c2ccco2)c1
(47) NC(=O)CCN1CCN(CCOC2Cc3cc(Cl)ccc3Sc3ccccc32)CC1 (configuration not stated)
(48) CCOC(=O)C1(CCC(C)C)CC(CSc2nc3ccccc3[nH]2)OC1=O (configuration not stated)
Compound	41	42	43	44	45	46	47	48
RBBP9 inh	-6	-8	3	6	2	-6	0	-8
NPY-Y1 PAM-ag	-35	10	-27	4	8	-37	-20	-4
BaF3 tox	3	-2	5	3	4	7	8	6
Ba/F3 V617F tox	4	-2	3	2	-4	2	1	2
NPY-Y1 antag	16	nt	12	-5	3	5	9	5
Runt-CBFb FRET	-1	5	-7	0	nt	0	-3	-1
S1P4 ag	1.1	-0.6	0.8	0.8	-0.7	-0.2	-0.6	1.5
S1P4 antagonist	-1	-1	-2	4	0	-20	-13	0
NPY-Y2 PAM-ag	-20	11	-4	8	16	-15	-20	-11

(49) Fc1ccc(CSc2nncn2NCc2ccccc2)cc1
(50) COC(=O)c1ccc(OC(=O)c2cccnc2)cc1
(51) Cc1cc(/C=C2/C(=N)N3C(=NC2=O)SN=C3S(C)(=O)=O)c(C)n1-c1ccccc1F
(52) CC1CC(=O)N(CC(=O)NCc2ccco2)c2ccccc2S1 (configuration not stated)
(53) COc1ccccc1-c1ccc(=O)n(CC(=O)NCC2CCCO2)n1 (configuration not stated)
(54) O=C(Nc1nnc(CSCc2ccc(F)cc2)s1)c1cccc([N+](=O)[O-])c1
(55) CCOCC(=O)Nc1cccc(SC)c1
(56) COc1ccc(-c2noc(-c3cccc(Cl)c3)n2)cc1OC
(57) CCOC(=O)N1CCN(C(=O)CCCn2c(=O)[nH]c3ccccc3c2=O)CC1
(58) CCOC(=O)N1CCC(N2CC34C=CC(O3)C(C(=O)Nc3ccc(OCC)cc3)C4C2=O)CC1 (configuration not stated)
(59) COC(=O)c1nn(-c2c(C)n(C)n(-c3ccccc3)c2=O)cc1O
Compound	49	50	51	52	53	54	55	56	57	58	59
RBBP9 inh	-5	-5	-10	-12	-7	-3	-4	-3	-9	0	-7
NPY-Y1 PAM-ag	5	-12	-8	-15	18	-11	2	-2	-7	8	-9
BaF3 tox	1	1	5	9	6	3	3	1	3	2	3
Ba/F3 V617F tox	-1	-3	-1	4	3	5	-2	1	1	-1	-1
NPY-Y1 antag	2	3	-2	-3	0	-3	-2	-2	-2	2	7
Runt-CBFb FRET	-2	-2	2	0	0	1	1	-4	-2	3	1
S1P4 ag	-0.4	1.5	1.7	-0.4	0.6	-0.2	-0.2	4.3	1.1	4.0	-1.9
S1P4 antagonist	-20	-16	2	14	3	-3	2	-24	-1	-5	-18
NPY-Y2 PAM-ag	1	-6	-10	5	0	5	0	2	-8	-12	8

Screening data: PubChem, several laboratories
